PrPC TRFRET: cell surface PrPC inhibition, primary TR-FRET screen; P04156; TR-FRET read-out; inhibition, % at 13.8 µM; actives 0.43% (n = 370,000); AID 720596; in the data active = inhibition above about 24%; also: 0% = median of the test wells and 100% = reference compound wells
GDH-TPI counter: inhibits GDH-TPI coupling enzymes, artifact for Mtb FBA screen. GDH-TPI coupled enzyme counterscreen, NADH absorbance. inhibition, % at 4.8 µM. actives 1.2% (n = 360,000). AID 588335; in the data active = inhibition above about 30%;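 also: 0% = DMSO wells and 100% = wells lacking the enzyme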
FBA Mtb inh: Mtb fructose-bisphosphate aldolase inhibition; P9WQA3; purified M. tuberculosis FBA, fluorescence read-out; inhibition, % at 1 µM; actives 2.3% (n = 360,000); AID 588726; in the data active = inhibition above about 27%;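 also: 0% = vehicle and 100% = reference inhibitor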
Target sequence (P9WQA3 whole entry, looked up): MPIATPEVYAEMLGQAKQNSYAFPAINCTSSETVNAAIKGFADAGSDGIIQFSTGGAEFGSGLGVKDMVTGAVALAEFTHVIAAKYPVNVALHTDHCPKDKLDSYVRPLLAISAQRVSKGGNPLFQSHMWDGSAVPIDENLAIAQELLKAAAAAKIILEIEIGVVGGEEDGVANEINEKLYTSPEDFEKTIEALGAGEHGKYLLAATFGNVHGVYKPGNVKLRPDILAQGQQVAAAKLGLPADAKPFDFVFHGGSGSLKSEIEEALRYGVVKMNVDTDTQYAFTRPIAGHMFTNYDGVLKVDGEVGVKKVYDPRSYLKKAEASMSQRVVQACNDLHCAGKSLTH
UGM FP inh: Mtb UDP-galactopyranose mutase inhibition | P9WIQ1 | inhibition, % at 10 µM | actives 0.06% (n = 320,000) | purified UGM, fluorescence polarization probe displacement; in the data active = inhibition above about 10%, passing the limit was not always enough
MazF activator: activators of E. coli MazEF toxin-antitoxin RNase. P0AE70. FAM/BHQ RNA-DNA oligo cleavage fluorescence, 5 h. activation, % at 20 µM. actives 0.32% (n = 350,000); in the data active = activation above about 50%
Target sequence (P0AE70 whole entry, looked up): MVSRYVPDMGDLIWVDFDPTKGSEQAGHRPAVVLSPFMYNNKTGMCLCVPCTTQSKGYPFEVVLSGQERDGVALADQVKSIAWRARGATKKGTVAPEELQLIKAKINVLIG
Mtb BioA inh: inhibitors of Mycobacterium tuberculosis BioA enzyme. actives 0.096% (n = 360,000). AID 602481. purified M. tuberculosis BioA enzyme, plate reader. inhibition, % at 9.99 µM; in the data active = inhibition above about 40%
BoNT-F LC inh: BoNT F light chain protease inhibition. actives 0.22% (n = 360,000). Multiplex microsphere protease cleavage assay, flow cytometry. inhibition, % at 10 µM; in the data active = inhibition above about 35%, passing the limit was not always enough; also: plate controls were buffer without enzyme for full effect and enzyme alone for no effect
Rv3671c inh: inhibitors of M. tuberculosis serine protease Rv3671c | P9WHR9 | inhibition, % at 5.96 µM | actives 0.048% (n = 320,000) | AID 2606; in the data active = inhibition above about 38%;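 also: extracellular domain of Rv3671c used as enzyme; 0% = enzyme with DMSO and 100% = no enzyme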
Target sequence (P9WHR9 whole entry, looked up, the tested form may be a part): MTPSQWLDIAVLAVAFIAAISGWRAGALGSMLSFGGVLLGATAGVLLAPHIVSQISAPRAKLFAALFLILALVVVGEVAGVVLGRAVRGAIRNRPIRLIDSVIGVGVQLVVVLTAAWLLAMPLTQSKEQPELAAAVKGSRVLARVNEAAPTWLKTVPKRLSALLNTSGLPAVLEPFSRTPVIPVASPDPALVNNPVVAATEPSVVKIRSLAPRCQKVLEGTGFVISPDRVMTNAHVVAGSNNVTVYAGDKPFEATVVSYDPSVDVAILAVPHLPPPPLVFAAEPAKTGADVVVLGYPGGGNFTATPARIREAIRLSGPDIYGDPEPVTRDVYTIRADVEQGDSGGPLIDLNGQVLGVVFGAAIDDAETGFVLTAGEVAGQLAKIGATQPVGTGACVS
FadD28 binding: blocks FadD28 binding to the bisubstrate probe; actives 0.22% (n = 360,000); AID 588549; fluorescence polarization; inhibition, % at 12.5 µM; in the data active = inhibition above about 8.5%, passing the limit was not always enough
* hit, by the source's call; & = joins results of further samples.

For CN(C)c1ccc(C(=O)N2CCCC(N3CCN(Cc4ccc5c(c4)OCO5)CC3)C2)cc1 (stereo not given) the results were PrPC TRFRET 3, GDH-TPI counter 10, FBA Mtb inh 0, UGM FP inh 0.1, MazF activator 1, Mtb BioA inh -0.9, BoNT-F LC inh -7 and FadD28 binding 0.2.
`CC(C)OCCCn1c(=O)c2ccccc2n2c(CCC(=O)NCc3ccccn3)nnc12` gave PrPC TRFRET 12, GDH-TPI counter -10, FBA Mtb inh 4, UGM FP inh 4.3, MazF activator 4, Mtb BioA inh 0.3, BoNT-F LC inh -2, Rv3671c inh -2 and FadD28 binding -4.2.
CCOC(=O)c1c(NC(=O)Cc2ccccc2)sc2c1CCN(CC)C2 was read as PrPC TRFRET -12, GDH-TPI counter 11, FBA Mtb inh -1, UGM FP inh -0.6, MazF activator 5, Mtb BioA inh 7.0, BoNT-F LC inh -10, Rv3671c inh 3 and FadD28 binding -1.4.
Screening Nn1c(SCC(=O)Nc2ccc3c(c2)OCCO3)nncc1=O returned PrPC TRFRET 1, GDH-TPI counter 2, FBA Mtb inh -1, UGM FP inh 2.2, MazF activator -8, Mtb BioA inh 0.4, BoNT-F LC inh 12, Rv3671c inh -8 and FadD28 binding -0.9.
N#Cc1nc(-c2ccc(F)cc2)oc1N1CCC(C(N)=O)CC1 was read as PrPC TRFRET 2, GDH-TPI counter 19, FBA Mtb inh active, UGM FP inh 0.8, MazF activator 5, Mtb BioA inh -0.8, BoNT-F LC inh -6, Rv3671c inh -2 and FadD28 binding -0.6.
Screening C=CCOC(=O)C1=C[C@H](c2ccc3c(c2)OCO3)C[C@H](OCCCCO)O1 returned PrPC TRFRET 2, GDH-TPI counter 11, FBA Mtb inh 1, UGM FP inh 0.5, MazF activator -4, Mtb BioA inh 0.2, BoNT-F LC inh 1, Rv3671c inh -6 and FadD28 binding -4.4.
Cc1cc(C)n(-c2ccc([N+](=O)[O-])cc2)n1 was read as PrPC TRFRET -18, GDH-TPI counter 15, FBA Mtb inh 2, UGM FP inh -3.8, MazF activator -10, Mtb BioA inh -2.0, BoNT-F LC inh 2, Rv3671c inh -13 and FadD28 binding -2.1.
COC12c3ccccc3-c3ccccc3C1C(C(=O)O)C2C(=O)O (stereo not given) was read as PrPC TRFRET -3, FBA Mtb inh -3, BoNT-F LC inh -8 and FadD28 binding -5.9.
`Cc1ccc(S(=O)(=O)Nc2nnc(C3CCCCC3)s2)cc1` gave PrPC TRFRET -5, GDH-TPI counter -6, FBA Mtb inh 4, UGM FP inh 3.3, MazF activator -2, Mtb BioA inh 0.8, BoNT-F LC inh -1, Rv3671c inh 8 and FadD28 binding -1.9.
`O=C(CN1CCN(S(=O)(=O)c2ccc(Cl)s2)CC1)N1CCOCC1` gave PrPC TRFRET -9, GDH-TPI counter -5, FBA Mtb inh 1, UGM FP inh -1.5, MazF activator 3, Mtb BioA inh -0.3, BoNT-F LC inh -3, Rv3671c inh -3 and FadD28 binding -0.2.

An excerpt from the list above, for reference:
For CN(C)c1ccc(C(=O)N2CCCC(N3CCN(Cc4ccc5c(c4)OCO5)CC3)C2)cc1 (stereo not given) the results were PrPC TRFRET 3, GDH-TPI counter 10, FBA Mtb inh 0, UGM FP inh 0.1, MazF activator 1, Mtb BioA inh -0.9, BoNT-F LC inh -7 and FadD28 binding 0.2.
`CC(C)OCCCn1c(=O)c2ccccc2n2c(CCC(=O)NCc3ccccn3)nnc12` gave PrPC TRFRET 12, GDH-TPI counter -10, FBA Mtb inh 4, UGM FP inh 4.3, MazF activator 4, Mtb BioA inh 0.3, BoNT-F LC inh -2, Rv3671c inh -2 and FadD28 binding -4.2.
CCOC(=O)c1c(NC(=O)Cc2ccccc2)sc2c1CCN(CC)C2 was read as PrPC TRFRET -12, GDH-TPI counter 11, FBA Mtb inh -1, UGM FP inh -0.6, MazF activator 5, Mtb BioA inh 7.0, BoNT-F LC inh -10, Rv3671c inh 3 and FadD28 binding -1.4.

Next section:
COc1ccc(CCNC(=O)Cn2nnc(-c3ccc(N(C)C)cc3)n2)cc1OC was read as PrPC TRFRET 9, GDH-TPI counter 15, FBA Mtb inh -1, UGM FP inh -0.8, MazF activator -4, BoNT-F LC inh 3, Rv3671c inh 8 and FadD28 binding -1.3.
For CCOC(=O)N1CCN(C(=O)COC(=O)CSc2ccc([N+](=O)[O-])cc2)CC1 the results were PrPC TRFRET -12, GDH-TPI counter 14, FBA Mtb inh -3, UGM FP inh 0.9, MazF activator -3, Mtb BioA inh -0.4, BoNT-F LC inh 0, Rv3671c inh 5 and FadD28 binding -1.9.
C#CCN1C(=O)C(O)(c2c(C)[nH]c3ccccc23)c2ccccc21 (stereo not given) was read as PrPC TRFRET 0, GDH-TPI counter -5, FBA Mtb inh 0, UGM FP inh 1.3, MazF activator -36, Mtb BioA inh -0.3, Rv3671c inh 3 and FadD28 binding -1.9.
`CNC(=S)N(CCc1c(C)[nH]c2ccc(C)cc12)Cc1cccnc1` gave PrPC TRFRET -3, GDH-TPI counter 13, FBA Mtb inh -2, UGM FP inh 1.7, MazF activator 10, Mtb BioA inh 2.7, BoNT-F LC inh -3, Rv3671c inh -6 and FadD28 binding -2.3.
Screening Cc1[nH]c2ccccc2c1/C=N/Nc1nc(N2CCCCC2)nc(N2CCCCC2)n1 returned PrPC TRFRET 4, GDH-TPI counter 14, FBA Mtb inh 3, UGM FP inh 0.3, MazF activator -2, BoNT-F LC inh -3, Rv3671c inh 5 and FadD28 binding -2.2.
CCN(CC)CCCNC(=S)N1CCN(c2nc(-c3ccc(F)cc3)cs2)CC1 was read as PrPC TRFRET -14, GDH-TPI counter 5, FBA Mtb inh 0, UGM FP inh 2.4, MazF activator 31, Mtb BioA inh 7.9, BoNT-F LC inh 13, Rv3671c inh 1 and FadD28 binding -1.4.
Screening CC(C)C1C(=O)N(Cc2cn(CCC3OCCO3)nn2)CCS(=O)(=O)N1Cc1ccc(-c2ccc(F)cc2Cl)cc1 (stereo not given) returned PrPC TRFRET 5, FBA Mtb inh 0, Mtb BioA inh -4.2, BoNT-F LC inh 8 and FadD28 binding -6.5.
Cc1nc2c(Cl)cccc2[nH]1 was read as PrPC TRFRET 8, GDH-TPI counter 4, FBA Mtb inh -5, UGM FP inh -1.6, MazF activator 5, Mtb BioA inh 0.2, BoNT-F LC inh 12, Rv3671c inh 8 and FadD28 binding -2.2.
For O=C(Nc1ccccc1)OCCCCOC(=O)Nc1ccccc1 the results were PrPC TRFRET -5, GDH-TPI counter 9, FBA Mtb inh -3, MazF activator -1, Mtb BioA inh -1.0, BoNT-F LC inh -1 and FadD28 binding -0.7.
`COc1ccccc1CNCC(=O)Nc1ccc(C#N)cc1` gave PrPC TRFRET -5, GDH-TPI counter 6, FBA Mtb inh 2, UGM FP inh 0.6, MazF activator 6, Mtb BioA inh 0.5, BoNT-F LC inh -14, Rv3671c inh 2 and FadD28 binding -0.7.
For CN/N=C/c1ccc(C#N)cc1 the results were PrPC TRFRET -5, GDH-TPI counter 5, FBA Mtb inh 2, UGM FP inh -1.6, MazF activator 2, BoNT-F LC inh 0, Rv3671c inh 0 and FadD28 binding -1.9.
CCOC(=O)C1=C(C)NC(C)=C(C(=O)OCC)C1c1ccc(OC)cc1 was read as PrPC TRFRET 15, GDH-TPI counter 11, FBA Mtb inh 2, UGM FP inh -2.6, MazF activator 0, BoNT-F LC inh -2, Rv3671c inh 11 and FadD28 binding -3.4.
Cc1ccc(NC(=O)COC(=O)Cc2ccsc2)c(C)c1 was read as PrPC TRFRET 0, GDH-TPI counter 6, FBA Mtb inh 4, UGM FP inh 1.5, MazF activator 8, BoNT-F LC inh 1, Rv3671c inh 5 and FadD28 binding -1.2.
COC(=O)c1ccc(COC(=O)C23CC4CC(CC(O)(C4)C2)C3)o1 was read as PrPC TRFRET 0, GDH-TPI counter -3, FBA Mtb inh 2, UGM FP inh -2.9, MazF activator 2, Mtb BioA inh -2.1, BoNT-F LC inh 0, Rv3671c inh -8 and FadD28 binding -3.7.
For CC(=O)c1ccc(NC(=O)C(C)OC(=O)C2CCN(c3ccc(C(F)(F)F)cn3)CC2)cc1 (stereo not given) the results were PrPC TRFRET 3, GDH-TPI counter 6, FBA Mtb inh 0, UGM FP inh 2.0, MazF activator -4, Mtb BioA inh -1.5, BoNT-F LC inh 9, Rv3671c inh -15 and FadD28 binding -4.6.
`CN(C)C(CNC(=O)c1ccc(S(=O)(=O)N(C)C)cc1)Cc1ccccc1` (stereo not given) gave PrPC TRFRET -11, GDH-TPI counter -5, FBA Mtb inh 7, UGM FP inh -1.4, MazF activator -2, BoNT-F LC inh 0, Rv3671c inh 0 and FadD28 binding -2.5.
O=C(Nc1ccccc1C(=O)NCCN1CCOCC1)c1ccc(Cl)cc1Cl was read as PrPC TRFRET 0, GDH-TPI counter -5, FBA Mtb inh -4, UGM FP inh 0.5, MazF activator 4, Mtb BioA inh 1.7, BoNT-F LC inh 4, Rv3671c inh -2 and FadD28 binding -2.3.
CCOCCCNC(=O)CN1CCN(Cc2ccccc2C)C1=O was read as PrPC TRFRET -1, GDH-TPI counter 10, FBA Mtb inh 5, UGM FP inh 3.9, MazF activator 1, Mtb BioA inh 0.2, BoNT-F LC inh -2, Rv3671c inh -4 and FadD28 binding -0.1.
For CC/C(C)=N/Nc1nc2sc3c(c2c(=O)[nH]1)CC(C)(C)OC3 the results were PrPC TRFRET 1, GDH-TPI counter 4, FBA Mtb inh 22, UGM FP inh 4.3, MazF activator -5, Mtb BioA inh -1.5, BoNT-F LC inh -2, Rv3671c inh -1 and FadD28 binding 1.7.
CC1CN(C(=O)CCC(=O)NC2CCN(Cc3ccccc3)CC2)c2ccccc2O1 (stereo not given) was read as PrPC TRFRET 2, GDH-TPI counter -3, FBA Mtb inh -1, UGM FP inh 5.0, MazF activator 0, Mtb BioA inh 0.0, BoNT-F LC inh 0, Rv3671c inh -9 and FadD28 binding -2.4.
Screening CN1C(=O)c2ccccc2C(O)c2ccccc21 (stereo not given) returned PrPC TRFRET 8, GDH-TPI counter 7, FBA Mtb inh 0, UGM FP inh -1.6, MazF activator 1, Mtb BioA inh 2.3, BoNT-F LC inh -5, Rv3671c inh 0 and FadD28 binding -0.9.
Screening CCN(CC)c1c([N+](=O)[O-])c(=O)sc2ccccc12 returned PrPC TRFRET 1, GDH-TPI counter 0, FBA Mtb inh -2, UGM FP inh 2.7, MazF activator 3, BoNT-F LC inh -13, Rv3671c inh 0 and FadD28 binding 0.1.
`C[C@H](CO)N1C[C@H](C)[C@@H](CN(C)C(=O)Nc2ccccc2)Oc2c(cccc2N(C)C)C1=O` gave PrPC TRFRET 6, GDH-TPI counter 5, FBA Mtb inh 5, UGM FP inh -0.1, MazF activator -1, Mtb BioA inh 0.8&-1.0, BoNT-F LC inh -9, Rv3671c inh 3 and FadD28 binding -0.8.
For O=C(Cc1c(Sc2ccccc2)c2ccccc2n1Cc1ccccc1)NCCO the results were PrPC TRFRET 10, GDH-TPI counter -1, FBA Mtb inh -1, UGM FP inh -1.1, MazF activator 0, BoNT-F LC inh -1, Rv3671c inh -1 and FadD28 binding -3.0.
For CC(C)Oc1cccc(C(=O)NC(=S)NCc2cccnc2)c1 the results were PrPC TRFRET 17, GDH-TPI counter 9, FBA Mtb inh 0, UGM FP inh -2.5, MazF activator -2, BoNT-F LC inh -2, Rv3671c inh -22 and FadD28 binding -1.0.
Cc1cc(C)nc(SCc2nnc(SCC(=O)Nc3ncc(C)s3)n2Cc2ccco2)n1 was read as PrPC TRFRET 1, GDH-TPI counter 4, FBA Mtb inh -4, UGM FP inh 1.2, MazF activator 4, Mtb BioA inh 2.7, BoNT-F LC inh -5, Rv3671c inh 7 and FadD28 binding -1.9.
`O=C(CSc1ccc2c(c1)OCCO2)Nc1cccnc1Cl` gave PrPC TRFRET 1, GDH-TPI counter 0, FBA Mtb inh 1, UGM FP inh 0.0, MazF activator 9, Mtb BioA inh 0.6, BoNT-F LC inh -2, Rv3671c inh 2 and FadD28 binding -0.4.
S=C(NCCc1ccccn1)NC1CC2CCC1C2 (stereo not given) was read as PrPC TRFRET 7, GDH-TPI counter 7, FBA Mtb inh 0, UGM FP inh 2.7, MazF activator -4, BoNT-F LC inh -7, Rv3671c inh -3 and FadD28 binding -0.4.
Screening O=C1OCCC1Sc1nnc(-c2ccc(Cl)cc2)n1Cc1ccccc1 (stereo not given) returned PrPC TRFRET -4, GDH-TPI counter 2, FBA Mtb inh 0, UGM FP inh 3.5, MazF activator 0, BoNT-F LC inh -1, Rv3671c inh -6 and FadD28 binding -0.4.
